Screening results deposited in PubChem BioAssay by several laboratories.
MT1-MMP txn act – MT1-MMP promoter reporter activation – cell-based, luciferase luminescence, primary screen; HT1080 MT1-MMP promoter luciferase reporter, overnight; hits give high values; activation factor at 10 µM; 86,000 compounds, 0.16% hits;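 active = activation factor of at least 2 for MT1-MMP transcription at 10 µM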
ERb coact inh – inhibitors of ERβ-SRC1 coactivator interaction, primary screen, biochemical, TR-FRET, ERβ LBD, SRC-1 peptide. Estrogen receptor beta (Homo sapiens), Q92731. TR-FRET ER-beta LBD / SRC1-Cy5 peptide binding; receptor agonist-loaded with 1 µM estradiol. inhibition, % at 25.6 µM. 86,000 compounds, 1.3% hits;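 active = compounds whose percent inhibition of the receptor-coactivator binding signal exceeds about 50% in the single-dose screen, limit read from the data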;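 note: 0% = receptor plus peptide wells without compound and 100% = peptide-only wells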
sEH inhibitor – soluble epoxide hydrolase inhibitors, primary screen, biochemical, human sEH; recombinant human sEH enzymatic activity assay; inhibition, % at 2 µM; 91,000 compounds, 0.34% hits; AID 707, 2007; in the data active = inhibition above about 80%; note: values of inactives mirror those of a sister screen read the other way; many of its hits are not listed in these tables
Target sequence (P34913 whole entry, looked up): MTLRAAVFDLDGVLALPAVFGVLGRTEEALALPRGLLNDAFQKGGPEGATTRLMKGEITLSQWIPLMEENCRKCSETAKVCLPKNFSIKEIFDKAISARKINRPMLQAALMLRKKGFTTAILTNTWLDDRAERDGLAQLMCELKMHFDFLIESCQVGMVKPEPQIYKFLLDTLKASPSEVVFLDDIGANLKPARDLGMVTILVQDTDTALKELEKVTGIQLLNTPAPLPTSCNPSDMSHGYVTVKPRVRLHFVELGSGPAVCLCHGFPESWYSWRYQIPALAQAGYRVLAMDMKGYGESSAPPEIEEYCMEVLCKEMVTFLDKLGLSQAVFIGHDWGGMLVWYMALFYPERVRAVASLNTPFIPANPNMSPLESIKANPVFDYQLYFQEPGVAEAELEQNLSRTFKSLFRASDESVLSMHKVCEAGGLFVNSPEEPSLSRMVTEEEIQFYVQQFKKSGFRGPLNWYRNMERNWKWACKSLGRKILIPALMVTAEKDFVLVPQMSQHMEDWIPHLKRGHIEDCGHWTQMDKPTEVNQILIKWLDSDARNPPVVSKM
Mac1 fbg inh – inhibitors of CD11b/CD18 adhesion to fibrinogen, primary screen, K562 cells, luminescence | ATPlite luminescence; Mn2+ added to activate the integrin | inhibition, % at 10 µM | 93,000 compounds, 0.54% hits;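 active = primary inhibition of 50% or more at 10 µM, then 40% or more on retest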; note: some results filed as inactive read as strong as hits
CD11b adhes enh – enhancers of CD11b/CD18 adhesion to fibrinogen, primary screen, K562 cells, luminescence; Integrin beta-2 (Homo sapiens) + Integrin alpha-M (Homo sapiens), P05107+P11215; ATPlite luminescence; activation, % at 10 µM; 93,000 compounds, 0.07% hits; AID 1499, 2009;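 active = 10 µM primary screen giving 50% or more activity, confirmed by 40% or more on retest at that dose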; note: strong numbers were not always called active; reference of the scale not given here
Smad3 inh – Smad3/FoxH1 peptide binding inhibitors, primary screen, biochemical, TR-FRET; Mothers against decapentaplegic homolog 3 (Homo sapiens), P84022; TR-FRET Smad3/Dy647-FoxH1 peptide binding, europium anti-His; inhibition, % at 25 µM; 88,000 compounds, 0.29% hits; AID 630, 2007;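 active = compounds that reduce the energy-transfer binding signal between the protein and its labelled peptide by more than half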;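 note: 0% = Smad3 plus labelled peptide maximal FRET and 100% = peptide-only background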
Target sequence (P84022 whole entry, looked up): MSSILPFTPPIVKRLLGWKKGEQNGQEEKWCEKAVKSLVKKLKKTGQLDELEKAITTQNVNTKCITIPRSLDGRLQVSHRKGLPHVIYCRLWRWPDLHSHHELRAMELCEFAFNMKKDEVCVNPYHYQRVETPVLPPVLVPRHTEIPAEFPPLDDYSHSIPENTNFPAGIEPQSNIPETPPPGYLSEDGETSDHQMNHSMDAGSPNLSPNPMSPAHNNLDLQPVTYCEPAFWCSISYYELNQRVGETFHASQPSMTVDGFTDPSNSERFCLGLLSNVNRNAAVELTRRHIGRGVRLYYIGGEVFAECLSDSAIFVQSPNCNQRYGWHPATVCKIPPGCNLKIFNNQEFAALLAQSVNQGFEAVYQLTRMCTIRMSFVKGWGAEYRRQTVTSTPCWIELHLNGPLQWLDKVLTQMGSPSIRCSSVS
Calb biofilm kill – clotrimazole potentiators killing Candida biofilms, primary screen, with clotrimazole, Alamar Blue | C. albicans biofilm + clotrimazole | inhibition, % at 6 µM | 85,000 compounds, 0.14% hits | AID 834, 2007;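 active = inhibition above 20%; inactive = inhibition below 20%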;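 note: preformed 24 hr biofilms exposed to compound for 48 hr; 0% = biofilm without compound and 100% = blank killed by clotrimazole plus chlorhexidine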
sEH activator – soluble epoxide hydrolase activators, primary screen, biochemical, human sEH. Bifunctional epoxide hydrolase 2 (Homo sapiens), P34913. purified human sEH enzymatic activity, activator screen. activation, % at 2 µM. 91,000 compounds, 0.04% hits; in the data active = activation above about 37%; note: values of inactives mirror those of a sister screen read the other way
ERa SRC1 pot – enhancers of ERα–SRC-1 coactivator binding, primary screen, biochemical, TR-FRET, ERα LBD, low estradiol | TR-FRET ERalpha-LBD/SRC-Cy5 coactivator binding, 2 h; 100 = basal binding, no effect | coactivator binding (% of control), % at 25.6 µM | Estrogen receptor (Homo sapiens), P03372 | 86,000 compounds, 1.3% hits; in the data active = activity above about 200%;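 note: binding measured in presence of low estradiol as agonist stimulus; 0% = peptide alone without receptor and 100% = receptor with peptide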
Numbers without * were called inactive; x = no result given; [ ] = dose if it differs, or a comment. Some of the compounds tested; count on the stated rates, not on these rows.

SMILES	MT1-MMP txn act	ERb coact inh	sEH inhibitor	Mac1 fbg inh	CD11b adhes enh	Smad3 inh	Calb biofilm kill	sEH activator	ERa SRC1 pot
O=C(c1ccc(CN2CCOCC2)cc1)N1CCN(c2cccc(Cl)c2)CC1	1.2	-5	7	-5	-1	2	4	-4	114
COc1c(Br)cc2c(C)c(C(=O)N3CCOCC3)oc2c1Br	1.3	-6	x	-1	-4	3	7	x	93
O=C(Nc1ccc(Cc2ccncc2)cc1)c1ccco1	1.3	-5	31	0	0	1	6	-31	109
CC(C)Sc1ncnc2c1oc1ccccc12	1.2	1	5	-10	0	12	-2	-4	104
CCN(CC)CCn1c2ccccc2c2nc(C)sc21	0.9	-4	10	-17	-4	0	2	-11	119
Cn1cc(CNC(=O)C23CC4CC(CC(C4)C2)C3)cn1	1.2	-1[fluorescence artefact?]	2	x	x	3	2	-4	123
O=C(Cc1nc2ccccc2s1)c1ccc(O)cc1O	0.9	5	-3	13	-1	6	x	2	73[fluorescence artefact?]
CN(C)c1ccc(/C=c2\sc3n(c2=O)CCCN=3)cc1	0.3	0[fluorescence artefact?]	-19	40	-4	-11	11	17	122[fluorescence artefact?]
Cn1c(=O)c2c(SCC(=O)c3ccccc3)nc(C3CC3)nc2n(C)c1=O	1	21[fluorescence artefact?]	x	-3	-2	-1	1	x	107[fluorescence artefact?]
COc1ccc2nc(N3CCCC(O)C3)c(C#N)cc2c1 (stereo unspecified)	1.5	2	6	6	-2	7	6	-8	128
CC(C)OC(=O)C1C2C=CC3(CN(CC4CCCO4)C(=O)C13)O2 (stereo unspecified)	1.2	-22[fluorescence artefact?]	10	-5	2	12	5	-6	112
COc1ccc(-c2csc(Nc3ncccc3C)n2)cc1OC	x	-13	2	61	-1	-3	5	0	99[fluorescence artefact?]

Reprinted from the part before: 4 entries; new compounds follow.
SMILES	MT1-MMP txn act	ERb coact inh	sEH inhibitor	Mac1 fbg inh	CD11b adhes enh	Smad3 inh	Calb biofilm kill	sEH activator	ERa SRC1 pot
Cn1c(=O)c2c(SCC(=O)c3ccccc3)nc(C3CC3)nc2n(C)c1=O	1	21[fluorescence artefact?]	x	-3	-2	-1	1	x	107[fluorescence artefact?]
COc1ccc2nc(N3CCCC(O)C3)c(C#N)cc2c1 (stereo unspecified)	1.5	2	6	6	-2	7	6	-8	128
CC(C)OC(=O)C1C2C=CC3(CN(CC4CCCO4)C(=O)C13)O2 (stereo unspecified)	1.2	-22[fluorescence artefact?]	10	-5	2	12	5	-6	112
COc1ccc(-c2csc(Nc3ncccc3C)n2)cc1OC	x	-13	2	61	-1	-3	5	0	99[fluorescence artefact?]
CC(=O)CCc1c(C)[nH]c2ccccc2c1=O	1.1	-3	-6	-3	-8	4	5	5	108
COc1ccc(OC)c(S(=O)(=O)Nc2ccc3oc4c(c3c2)C(=O)CCC4)c1	1	4	-10	6	-2	-7	-2	12	107[fluorescence artefact?]
CCN1C(=O)C2(C(C#N)=C(N)Oc3n[nH]c(C(C)C)c32)c2ccccc21 (stereo unspecified)	1.1	-5	21	-32	-4	-8	7	-20	94
Cn1ccnc1SCC(=O)Nc1ccc2c(c1)COC2=O	1.3	22	-4	x	x	5[fluorescence artefact?]	11	6	95
CCOC(CNC(=O)c1ccc2nc(N3CCC(C)CC3)sc2c1)OCC	1.5	-12	-15	-3	-5	-10	4	14	109
COC(=O)c1ccc(-c2ccc(CNCC(O)c3ccccc3)o2)cc1 (stereo unspecified)	1.4	-9[fluorescence artefact?]	x	x	x	4[fluorescence artefact?]	-1	x	104
CCOc1cc(C2C(C#N)=C(N)Oc3n[nH]c(CC)c32)ccc1OCCN1CCOCC1 (stereo unspecified)	1.1	-7[fluorescence artefact?]	12	x	x	2	-3	-14	122
CNC(=O)c1ccccc1-c1ccccc1	1.2	-9[fluorescence artefact?]	-8	18	-1	9	5	7	124
CCn1cc(C(=O)NCC2CCCO2)c(=O)c2cc(S(=O)(=O)N3CCC(C)CC3)ccc21 (stereo unspecified)	1.2	1	-2	2	-4	-3	11	4	112
COc1ccccc1NC(=O)N1CCc2[nH]c3ccc(Cl)cc3c2C1	1.2	-3	-11	5	0	-13	9	12	106
Cc1cc(C)nc(NC(=O)CN2C(=O)c3ccccc3C2=O)n1	1.1	4	-2	-11	-2	0	7	3	89
NC(=O)CSc1nnc(-c2cc3ccccc3o2)n1Cc1ccccc1	1.2	-5	-14	-13	-2	7	-9	16	62[fluorescence artefact?]

Single records, as listed above. Screens in order: MT1-MMP txn act	ERb coact inh	sEH inhibitor	Mac1 fbg inh	CD11b adhes enh	Smad3 inh	Calb biofilm kill	sEH activator	ERa SRC1 pot
CCn1cc(C(=O)NCC2CCCO2)c(=O)c2cc(S(=O)(=O)N3CCC(C)CC3)ccc21 (stereo unspecified) in the list: 1.2	1	-2	2	-4	-3	11	4	112
CCOC(CNC(=O)c1ccc2nc(N3CCC(C)CC3)sc2c1)OCC in the list: 1.5	-12	-15	-3	-5	-10	4	14	109
Cn1ccnc1SCC(=O)Nc1ccc2c(c1)COC2=O in the list: 1.3	22	-4	x	x	5[fluorescence artefact?]	11	6	95
COc1ccc(OC)c(S(=O)(=O)Nc2ccc3oc4c(c3c2)C(=O)CCC4)c1 in the list: 1	4	-10	6	-2	-7	-2	12	107[fluorescence artefact?]

Next section:
SMILES	MT1-MMP txn act	ERb coact inh	sEH inhibitor	Mac1 fbg inh	CD11b adhes enh	Smad3 inh	Calb biofilm kill	sEH activator	ERa SRC1 pot
COc1cccc(C(=O)Nc2ccc(N3CCN(Cc4ccccc4)CC3)cc2)c1	1.1	-8	6	-1	4	5	4	-8	103
Cc1cccc(NCN2C(=O)C3C4C=CC(C4)C3C2=O)c1 (stereo unspecified)	1.1	4[fluorescence artefact?]	4	10	-2	19	7	-5	86
CC(=O)Nc1cc(C(C)(C)C)c(O)c(C(C)(C)C)c1	1.2	-1	-6	-65	-3	-1	68*	5	102
CCOc1ccccc1N1CCN(c2nc(N)c(C#N)c(CC#N)c2C#N)CC1	1.2	-13	10	0	-4	10	5	-9	100[fluorescence artefact?]
CCOC(=O)c1cnc2cc(-c3ccc(C(C)(C)C)cc3)nn2c1N	x	x	4	4	1	x	x	0	x
CC1CCC(C(C)C)C(OC(=O)CSc2n[nH]c(=O)[nH]c2=O)C1 (stereo unspecified)	1.3	11	x	12	-2	-4	-3	x	97
O=C(COC(=O)c1ccccc1OCc1ccccc1Cl)NC1CC1	1.1	-2	14	x	x	-7	6	-11	68
COc1ccc(C2C3=C(CC(C)(C)CC3=O)Oc3ncn(Cc4ccccc4)c(=N)c32)cc1 (stereo unspecified)	1.2	-14	-2	8	6	5	4	3	91
Cc1ccc(S(=O)(=O)N/N=C\c2cc([N+](=O)[O-])ccc2Cl)cc1	x	x	-14	-27	-3	x	x	14	x
O=C(c1ccco1)[C@@H]1[C@@H]2C(=O)N(c3ccc(F)cc3)C(=O)[C@@H]2C2c3ccccc3C=CN21 (stereo partly specified)	1.3	36	11	10	-4	13	8	-12	80[fluorescence artefact?]
CCCN1CCN(C(=O)Cn2cccc2C(=O)c2ccccc2)CC1	1	2	12	x	x	9	5	-9	122
CC(=O)Nc1ccc(N=Cc2nc(-c3ccc(C)cc3)oc2O)cc1	1.3	51*	2	-6	42	37	3	1	61
CCCN1C(=O)c2cc(C(=O)NC3CCCCCC3)ccc2C1O (stereo unspecified)	1.2	-11	12	-7	4	10	13	-12	135
Cc1ccc(Oc2ccc(NC(=O)CCC(=O)OCC(=O)c3cccs3)cc2)cc1C	x	x	-3	-2	0	x	x	7	x
CCc1ccc(/C=c2\s/c(=C\C(=O)C(C)(C)C)[nH]c2=O)cc1	x	-6	-2	21	-3	8	5	4	88[fluorescence artefact?]
CNC(=O)CSc1nc(N)c2c3c(sc2n1)CCC3	1.1	28	5	x	x	4	3	-2	71[fluorescence artefact?]
CCOc1ccccc1NC(=O)C(=O)NCC1CCCN1CC (stereo unspecified)	x	x	0	-5	-4	x	x	2	x
C=CCSc1nnc(-c2cnn(-c3ccccc3)c2-n2cccc2)n1C	1.3	-4	-8	10	1	3	4	6	103
COc1cccc(C(=O)O/N=C(\N)c2ccc([N+](=O)[O-])cc2)c1OC	x	x	-2	11	-2	x	x	-1	x
CC1(C)NC(=O)N(c2ccccc2Cl)C1(C)NO (stereo unspecified)	1.2	-5	x	-20	-1	7[fluorescence artefact?]	3	x	130
CCOC(=O)c1ccccc1N1C(=O)CSC1=S	x	12[fluorescence artefact?]	-1	19	7	1	12	3	82
CCOc1ccccc1N1CCN(Cc2ccc(OC)c(OC)c2OC)CC1	1	-5	-29	x	x	8	-2	33	110
Cc1cc(S(=O)(=O)Nc2c(C)ccc3nsnc23)ccc1F	1.1	-35	-2	5	6	16[fluorescence artefact?]	0	0	111
CCCOC(=O)c1ccc(-n2nnnc2SCC(=O)N2CCCCC2)cc1	1	-1	x	14	-7	-3	8	x	109

Only CD11b adhes enh (2 entries from above):
smiles | CD11b adhes enh
C=CCSc1nnc(-c2cnn(-c3ccccc3)c2-n2cccc2)n1C | 1
COc1cccc(C(=O)O/N=C(\N)c2ccc([N+](=O)[O-])cc2)c1OC | -2

Carrying on.
SMILES	MT1-MMP txn act	ERb coact inh	sEH inhibitor	Mac1 fbg inh	CD11b adhes enh	Smad3 inh	Calb biofilm kill	sEH activator	ERa SRC1 pot
Cc1cccc(NC(=O)COc2ccc3oc4c(c3c2)CCCC4)n1	1.2	-9	5	10	-1	-15	4	-6	91
Cc1noc(C)c1C(=O)N1CC(C)OC(C)C1 (stereo unspecified)	1	-13	-5	-9	-2	5	3	3	121
O=S(=O)(NCCCCCNS(=O)(=O)c1ccc(F)cc1)c1ccc(F)cc1	1.2	0	-8	-16	0	-3	11	8	104
O=C(OCc1cnc(Cl)s1)c1cccc(Cl)c1Cl	x	x	-18	-23	5	x	x	15	x
O=S(=O)(NCCNS(=O)(=O)c1cccs1)c1cccs1	1.3	7[fluorescence artefact?]	-7	x	x	-7	2	9	115
COc1ccc(CCNC(=O)CN(c2ccccc2OC)S(C)(=O)=O)cc1	1.2	-2	-1	-22	0	2	2	-2	135
COC(=O)Nc1cc(C(F)(F)F)ccc1N1CCN(c2ccccc2)CC1	1.1	-7	-1	10	-6	1	-7	2	112[fluorescence artefact?]
Cn1c(Cc2c[nH]c3ccccc23)n[nH]c1=S	1.2	9	-16	4	0	-10	0	15	100
Cc1onc(-c2ccccc2Cl)c1C(=O)Nc1c(C)n(C)n(-c2ccccc2)c1=O	1.1	-9	x	0	-2	7	2	x	108
Cc1cc(C)nc(SCC(=O)OCN2C(=O)c3ccccc3C2=O)n1	1.1	-5	-7	x	x	2	5	6	102
CN1C(=O)c2ccccc2C(C(=O)NCC2CCCO2)C1c1c[nH]c2ccccc12 (stereo unspecified)	x	81*[fluorescence artefact?]	0	-14	5	4	6	-2	97
